Abeta rescue – A-beta toxicity reversal in yeast; Potency, µM (top dose mostly 46.1 µM), for inactives: top-dose growth rescue, usual class: activators; yeast expressing A-beta42, growth rescue, OD600, 48 h; response scale: 0% DMSO, 100% iron-clioquinol control; 410,000 compounds, 0.063% hits; AID 1347071; note: potency is the fitted concentration of half-maximal effect; nearly all actives have a fitted effect of over 55% in size
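Yeast growth medium received pinned compounds, then yeast cells expressing toxic A-beta were added; plates incubated at 30 C for 48 hr. Growth read as absorbance at 600 nm, normalized to DMSO and equimolar FeCl3 plus clioquinol controls.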
CCT chaperon mod – modulators of cytosolic chaperonin (CCT/TRiC) activity; purified chaperonin ATPase assay, HTRF ADP detection, 30 min; activity change, % (no concentration beside the values), hits read low; 360,000 compounds, 0.3% hits; AID 651819; in the data active = activity change below about -30%; note: % is set by controls: 0 for no effect and ±100 for the full control effect
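TRiC (40 or 20 nM final, by batch activity) in 30 mM Tris pH 7.4, 100 mM KCl, 5 mM MgCl2, 1 mM DTT was treated with compound at 76 uM single dose, then 10 uM ATP, 30 min at 37 °C. ADP was read by HTRF Transcreener.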
TGFb inhibitor – inhibitors of TGF-b signaling; HepG2 CAGA-GFP TGF-b/SMAD3 reporter, GFP fluorescence, 18 h; TGF-beta stimulated, 500 pg/mL final; Potency, µM (series often up to 46.1 µM), for inactives: at the highest dose activity, negative = inhibition, hits mostly inhibitors; 410,000 compounds, 1.2% hits; note: potency is the fitted concentration of half-maximal effect; % is set by controls: 0 for no effect and ±100 for the full control effect; nearly all actives have a fitted effect of over 65% in size
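Cell-based qHTS in HEPG2 carrying a CAGA-GFP Smad reporter; compounds added before 500 pg/mL final TGF-beta, 18 h incubation at 37 degrees C, GFP fluorescence quantified per cell by imaging cytometry.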
Nrf2 activator – activators of Nrf2 (ARE) signaling; Potency, µM (doses to about 46.1 µM), inactives show at the highest dose activation, usual class: activators; AREc32 ARE-luciferase reporter (MCF7-derived line), luminescence, 24 h; 410,000 compounds, 0.31% hits; note: potency is the fitted concentration of half-maximal effect; % of control where 0% means no effect; nearly all actives have a fitted effect of over 65% in size
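ARE-driven firefly luciferase activity in AREc32 cells measured after a 24 hr compound exposure at 37 deg C, using Steady-Glo reagent and a 30 min room-temperature hold.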
A549 viability – A549 cytotoxicity, counter-screen for Nrf2 inhibitors. A549 ARE-Fluc cells, CellTiter-Fluor viability, 18-24 h. Potency, µM (series often up to 46 µM), inactives show at the top dose activity change, negative = cytotoxicity, hits mostly inhibitors. 390,000 compounds, 0.16% hits. AID 504648; note: potency is the fitted concentration of half-maximal effect; % is set by controls: 0 for no effect and ±100 for the full control effect
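Cytotoxicity counterscreen: CellTiter-Fluor fluorescence was measured in A549 ARE_Fluc cells after 18-24 h of compound exposure in a concentration series. The subsequent BugLite luminescent read reports ARE-luciferase activity.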
HepG2 viability – HepG2 cytotoxicity, counter-screen for TGF-b inhibitors. HepG2 CAGA-GFP viability, ATP luminescence, 18 h. Potency, µM (top dose mostly 46.1 µM), without a hit: at the highest dose activity change, negative = cytotoxicity, hits mostly cytotoxic. AID 588856. 410,000 compounds, 0.76% hits; note: potency is the fitted concentration of half-maximal effect; some results filed as inactive show a strong effect at the top dose
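HepG2 CAGA-GFP cells (1000/well, DMEM with 1% FBS) received compound, then TGF-beta at 500 pg/mL final, and were incubated 18 hours at 37 degrees C. Viability was read by CellTiter-Glo luminescence. Media-only wells were set as complete cell-killing and DMSO as no toxicity.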
pAkt inh – Akt phosphorylation inhibition. AID 651550. 360,000 compounds, 0.32% hits. activity change, % for hits at 50 µM. Neuro2A IGF-stimulated pAkt S473 HTRF, 20 min; stronger effect = lower value; in the data active = activity change below about -80%; inconclusive = mostly about -51% to -80%; note: % is set by controls: 0 for no effect and ±100 for the full control effect
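Single-point screen (50 µM final compound) in Neuro2A cells stimulated 20 min with 6 nM IGF at 37 deg C. After lysis, Ser473-phosphorylated Akt read by HTRF (ex 330 nm, em 615/665 nm) as the 665/615 ratio.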
MmCpn inh – blocks the Methanococcus maripaludis chaperonin Mm-Cpn; AID 504842; Potency, µM (series often up to 76.9 µM), without a hit: top-dose activity, negative = inhibition, usual class: inhibitors; purified Mm-Cpn ATPase, ADP Transcreener TR-FRET; 330,000 compounds, 0.031% hits; note: potency is the fitted concentration of half-maximal effect; % is set by controls: 0 for no effect and ±100 for the full control effect; nearly all actives have a fitted effect of over 80% in size
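Purified archaeal chaperonin (25 nM final) was preincubated with compound for 10 min at 37°C, then ATP (10 uM final) was added for 30 min at 37°C in Tris pH 7.4/KCl/MgCl2/DTT buffer. ADP was quantified by HTRF Transcreener TR-FRET.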
Nrf2 inh – inhibitors of Nrf2 signaling | A549 ARE-Fluc reporter, luciferase luminescence, 18-24 h | Potency, µM (highest dose often 46 µM), inactives show at the highest dose activity change, negative = inhibition, most hits filed as inhibitors | 360,000 compounds, 2.1% hits | AID 504444; note: potency is the fitted concentration of half-maximal effect; % is set by controls: 0 for no effect and ±100 for the full control effect; nearly all actives have a fitted effect of over 60% in size
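Cells were seeded and rested 2 h, then exposed to compounds for 18-24 h. CellTiter-Fluor was read first as a viability measure. BugLite was added 15 min before the final luminescent read of ARE-luciferase activity in A549 cells.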
* hit, by the source's call; i = inactive; ? = inconclusive; . = no result given; [ ] = remark or other dose. Unless noted, calls come from the whole dose curve; as a rule, active = well fitted curve in the direction sought with a large enough effect; inconclusive = small, poorly fitted or top-dose-only effect, or another doubt; inactive = no such curve, though single readings can be large; an effect the other way counts as inactive or inconclusive.

SMILES	Abeta rescue	CCT chaperon mod	TGFb inhibitor	Nrf2 activator	A549 viability	HepG2 viability	pAkt inh	MmCpn inh	Nrf2 inh
Cc1nc(SCC(=O)c2c[nH]c3ccccc23)n[nH]1	9%	-0.6	2%	3.9%	-1%	-12%	i	-3%	13%
O=C(COC(=O)/C=C/c1ccc(C(F)(F)F)cc1)NCC1CCCCC1	4%	-0.2	-2%	-0.6%	-3%	-2%	i	-5%	1%
COCCN(Cc1ccco1)C(=O)c1cc2c(Cl)nc3ccc(C)cc3c2s1	-9%	.	0%	-0.6%	3%	1%	.	.	?
O=C(NCc1cccs1)c1ccc2nc([C@@H]3O[C@H](CO)[C@H](O)[C@H](O)[C@H]3O)[nH]c2c1	?	-0.7	2%	-0.2%[9.22 µM]	.	1%	i	.	.
COc1ccc(-c2csc3ncnc(Oc4cccc5ccc(C)nc45)c23)cc1	-3%	-1.9	0%	2.2%	-3%	-14%	i	?	?
O=C(Cc1ccccc1Cl)N1CCOCC1	-4%	1.0	2%	-1.6%	8%	-3%	i	0%	1%
Cc1c(N2CCCC2)cc2c(c1NC(=O)c1ccccc1Cl)C(C)(C)CC2(C)C	9%	-0.7	-29%	-0.3%	12%	-3%	i	1%	-11%
CCCS(=O)(=O)N1CCC(C(=O)NCCCOCC)CC1	17%	-4.2	-14%	3.0%	3%	-11%	i	1%	4%
Cc1ccc2nc(C3CCN(CC(=O)Nc4ccc5c(c4)OCCO5)CC3)[nH]c2c1	8%	-0.1	?	0.3%	-8%	-6%	?	2%	6%
CCC(=O)NNc1nc2c(C)cccc2s1	10%	1.7	-5%	0.1%	7%	-35%	i	-1%	-18%
C/C(=N\NC(=O)c1cccs1)c1ccc2c(c1)OCO2	-2%	3.5	18%	3.5%	-4%	1%	i	-4%	?
COCC(C)n1c(SCc2cc(C(=O)OC)c(C)o2)nc2ccccc2c1=O (stereo not given)	-11%	1.1	-18%	-0.6%	8%	-22%	i	3%	?
CCN1CCN(C(=O)CN2C(=O)COc3ccc(S(=O)(=O)N4CCOCC4)cc32)CC1	-3%	1.2	-1%	1.9%	-1%	22%	i	-4%	-9%
COC(=O)c1ccc(CSc2nnc(-c3ccncc3)o2)o1	-16%	-5.6	-1%	16%	5%	-43%	i	2%	6%
[O-][N+](=Cc1c(Cl)cccc1Cl)CC1(O)CCCCC1	10%	0.3	-17%	0.3%	.	-5%	i	.	.

Complete entries, looked up by structure. Order of values: Abeta rescue	CCT chaperon mod	TGFb inhibitor	Nrf2 activator	A549 viability	HepG2 viability	pAkt inh	MmCpn inh	Nrf2 inh
Listed for C/C(=N\NC(=O)c1cccs1)c1ccc2c(c1)OCO2 = -2%	3.5	18%	3.5%	-4%	1%	i	-4%	?
Listed for O=C(Cc1ccccc1Cl)N1CCOCC1 = -4%	1.0	2%	-1.6%	8%	-3%	i	0%	1%
Listed for CCCS(=O)(=O)N1CCC(C(=O)NCCCOCC)CC1 = 17%	-4.2	-14%	3.0%	3%	-11%	i	1%	4%
Listed for Cc1nc(SCC(=O)c2c[nH]c3ccccc23)n[nH]1 = 9%	-0.6	2%	3.9%	-1%	-12%	i	-3%	13%

Other entries:
SMILES	Abeta rescue	CCT chaperon mod	TGFb inhibitor	Nrf2 activator	A549 viability	HepG2 viability	pAkt inh	MmCpn inh	Nrf2 inh
COc1ccc(-c2nc(C)c(C(C)=O)n2O)cc1[N+](=O)[O-]	-25%	0.5	2%	3.5%	1%	-32%	i	?	0%
FC(F)(F)C1=CC(c2ccc(Cl)cc2)=NCCN1	-9%	2.9	-9%	0.8%	5%	-17%	i	1%	.
O=C(Nc1ccc2c(c1)OCO2)C1CC(=O)N(c2cccc(Cl)c2)C1 (stereo not given)	-7%	0.0	-5%	-0.2%	1%	11%	i	1%	12%
CC(=O)N1CCN(CC(O)COc2ccc(OCc3ccccc3)cc2)CC1 (stereo not given)	8%	-3.3	-24%	0.6%	7%	-3%	i	-3%	-15%
Cc1c(NC(=O)CSc2nc(-c3ccco3)cc(C(F)(F)F)n2)c(=O)n(-c2ccccc2)n1C	-9%	2.1	0%	-0.8%	0%	-4%	i	1%	9%
O=C(Cn1ncc2c3ccccc3n(Cc3ccccc3)c2c1=O)NCc1cccs1	-4%	.	-5%	0.1%	14%	-4%	.	.	8%
CCc1ccc(OCCCn2c(CCCNC(=O)C3CCCCC3)nc3ccccc32)cc1	.	.	2%	.	-6%	-5%	.	.	0%
COCCCn1c2nc3ccccc3nc2c2c(=O)n(Cc3ccc(Cl)cc3)cnc21	-3%	0.4	0%	-0.3%	-3%	1%	i	1%	1%
Cc1ccc(C)c(NC(=O)CSc2nnc3[nH]c(=O)cc(-c4ccccc4)n23)c1	-5%	.	20%	-0.2%	2%	15%	.	.	.
Nc1ccc2nc(N3CCOCC3)sc2c1	1%	-0.4	-14%	-0.5%	14%	-6%	i	-6%	?
OC(c1ccccc1)(c1nc(/C=C/c2ccccc2)cs1)C(F)(F)F (stereo not given)	-76%[inhibitor]	0.1	22µM*	-1.5%	.	-114%	i	.	.
CC(=O)c1ccc(-c2ccc(C(=O)NCC3CCCO3)o2)cc1 (stereo not given)	-1%	2.9	-7%	6.1%	-1%	11%	i	-7%	8%
COc1ccc(CCNC(=O)C(=O)Nc2ccc(C)c(C)c2)cc1	8%	.	10%	0.4%	-2%	6%	.	.	12%
CCC(=O)Nc1ccc(CC)cc1-c1nc2ccccc2n(CC(=O)Nc2cccc(OC)c2)c1=O	-1%	.	-20%	21%	3%	-39%	.	.	11%
Cc1cccc(NC(=O)C(=O)NCC(c2cccnc2)N2CCOCC2)c1 (stereo not given)	-14%	.	5%	0.2%	-10%	9%	.	.	?
O=C1Nc2cc(Br)ccc2C1(O)c1ccccc1O (stereo not given)	-5%	-2.9	7%	-0.2%	-2%	6%	i	0%	15%
CCn1cnc2scc(-c3ccc(OC)cc3)c2c1=O	4%	-2.1	-4%	-0.1%	17%	-31%	i	-2%	10%
CN(C(=O)c1cccc(NC(=O)Cc2cccc(NC(=O)C3CCN(C(=O)C4CC4)CC3)c2)c1)C1CC1	-2%	-0.6	4%	0.1%	-6%	8%	i	.	5%
NS(=O)(=O)c1ccc(NC(=O)Nc2cccc3ccccc23)cc1	3%	-12	-15%	-0.4%	-2%	2%	i	-1%	1%
COc1ccc(C)cc1NC(=O)CN1C(=O)CCc2cc(S(=O)(=O)N3CCOCC3)ccc21	2%	.	-27%	7.1%	2%	6%	.	.	.
NC(=NCCc1c[nH]c2ccccc12)NS(=O)(=O)c1ccc2ccccc2c1	29%	-2.8	?	4.5%	?	-28%	i	1%	16µM*
O=[N+]([O-])c1ccccc1-c1cc(-c2cc(Cl)ccc2O)n[nH]1	-3%	-3.0	?	27%	2%	-83%	i	5%	11%
COc1ccc(C2=NOC(Cn3nc(-c4ccccc4)cc3C(=O)NCc3cccs3)C2)cc1 (stereo not given)	1%	-0.5	-6%	-0.7%	-1%	-20%	i	-3%	?
O=C(Cn1c(=O)n(CC2CCCO2)c(=O)c2ccccc21)c1ccccc1 (stereo not given)	-2%[9.22 µM]	-1.0	-1%	-0.1%	1%	9%	i	2%	.
Cn1nc(C(=O)Nc2ccc(S(=O)(=O)N3CCOCC3)cc2)c2ccccc2c1=O	-11%	-4.6	3%	-0.1%	0%	-1%	i	-21%	-22%
C/C(=N\NC(=S)NC(C)C)c1ccccc1OC(F)F	10%	-0.6	-9%	4.7%	3%	12%	i	0%	-12%
Cc1ccccc1-c1nc(C#N)c(NCc2ccco2)o1	15%	-1.6	16%	?	5%	6%	i	0%	-4%
O=C(NNC(=S)Nc1ccc(F)cc1F)c1ccco1	9%	-2.5	6%	6.3%	2%	7%	i	0%	?
Cc1ccc(-c2nn(-c3ccccc3)cc2CN(Cc2ccccc2)C(=O)CCC(=O)O)o1	-3%	-1.5	-17%	0.5%	-2%	-16%	i	-5%	4%
O=C(O)COc1c(Cl)cc(/C=C2\NC(=O)NC2=O)cc1Br	13%	-5.1	14%	-0.2%	-6%	-1%	i	-5%	16%
Cc1cccc(NC(=O)c2ccccc2NC(=O)C(C)(C)C)n1	2%	-0.6	1%	-0.1%	1%	-14%	i	-2%	-2%
CN(C(=O)Nc1ccc(S(=O)(=O)N(C)C)cc1)C1CCCCC1	6%	-3.1	-5%	0.6%	-7%	-5%	i	-1%	16%
O=C(Cc1ccccc1)Nc1ccccc1N1CCOCC1	13%[9.22 µM]	0.9	-5%	0.0%	-1%	6%	i	-1%	.
CCCC(=O)NC(c1ccc(C)cc1)c1ccc2cccnc2c1O (stereo not given)	?	-1.0	?	-0.7%	0%	-18%	i	-3%	?
COC(=O)c1sccc1NC(=S)N1CCC(C(N)=O)CC1	9%	-1.3	-10%	-0.1%	7%	9%	i	0%	-30%
CCN(CC)S(=O)(=O)c1ccc(NC(=O)C(OC)c2ccccc2)cc1 (stereo not given)	14%	-0.2	-32%	-0.2%	.	-1%	i	.	-7%
O=C(NCC1CCN(Cc2cccc(F)c2)CC1)c1cc2ccc3cccnc3c2[nH]1	10%	.	-16%	11%	-20%	-40%	.	.	?
Cc1ccc(C(=O)OCC(=O)NCc2ccco2)cc1S(=O)(=O)N1CCOCC1	5%	-1.5	-25%	-0.2%	-1%	-1%	i	4%	-2%
CCN1C(=O)/C(=C2/SC(C)=C(C)N2CC)SC1=S	0%	-0.1	-17%	0.3%	-15%	-6%	i	-1%	9%
O=C(NCc1cccnc1)c1cc(-c2ccc(Cl)cc2)oc1C(F)(F)F	-26%	1.5	1%	2.6%	3%	-24%	i	3%	-18%
